# Bioassay records: PubChem BioAssay, several laboratories
# NSD2 HMT inh – NSD2 histone methyltransferase inhibitors, primary screen, biochemical, AlphaScreen, single concentration, set 2; AID 743445, 2014; hit rate 0.54% among 310,000; Histone-lysine N-methyltransferase NSD2 (Homo sapiens), O96028; NSD2 peptide methylation, 120 min; inhibition, % at 12.5 µM; in the data active = inhibition above about 50%
# CDK5 inh – inhibitors of human CDK5/p35 kinase, primary screen, biochemical, single concentration; Cyclin-dependent kinase 5 (Homo sapiens) + Cyclin-dependent kinase 5 activator 1 (Homo …; Recombinant CDK5/p35, ADP-Glo luminescence, 60 min; inhibition, % at 10 µM; hit rate 0.01% among 330,000; AID 488839, 2010;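 active = highest replicate inhibition of at least 50% and at least 75% of replicates reaching 50%; inconclusive = only one of the two criteria met; inactive = both criteria failed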;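 note: plate controls were DMSO neutral control for no effect and GW8510 at 10 µM for full effect; many of its hits are not listed in these tables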
# Target sequence (Q00535 whole entry, looked up): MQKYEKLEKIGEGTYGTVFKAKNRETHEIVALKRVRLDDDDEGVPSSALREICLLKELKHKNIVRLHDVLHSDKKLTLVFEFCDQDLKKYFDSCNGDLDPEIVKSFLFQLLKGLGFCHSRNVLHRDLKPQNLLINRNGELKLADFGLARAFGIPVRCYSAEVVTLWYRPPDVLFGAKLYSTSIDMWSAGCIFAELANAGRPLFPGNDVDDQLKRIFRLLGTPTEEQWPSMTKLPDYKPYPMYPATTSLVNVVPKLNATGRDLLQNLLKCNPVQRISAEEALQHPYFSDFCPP
# Target sequence (Q15078 whole entry, looked up): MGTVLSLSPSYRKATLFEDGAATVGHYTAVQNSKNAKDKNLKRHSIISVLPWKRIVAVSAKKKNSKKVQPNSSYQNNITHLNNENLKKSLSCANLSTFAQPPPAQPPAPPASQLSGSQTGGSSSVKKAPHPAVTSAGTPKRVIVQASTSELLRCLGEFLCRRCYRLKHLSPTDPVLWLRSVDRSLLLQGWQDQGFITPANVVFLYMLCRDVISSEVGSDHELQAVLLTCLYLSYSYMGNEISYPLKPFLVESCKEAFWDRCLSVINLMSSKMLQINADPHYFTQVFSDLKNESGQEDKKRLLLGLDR
# PvdQ acylase – P. aeruginosa PvdQ acylase inhibitors, primary screen, biochemical, fluorescence, plate reader and imaging, single point. inhibition, % at 10 µM. purified PvdQ acylase. AID 488965, 2010. hit rate 0.063% among 340,000; in the data active = inhibition above about 30%, passing the limit was not always enough; inconclusive = no clear call, values can overlap the other calls;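 note: 0% = vehicle neutral wells and 100% = reference inhibitor wells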
# MITF act – activators of MITF-driven TRPM1 promoter reporter, primary screen, cell-based, SK-MEL-5, luciferase, single point. activation, % at 12.5 µM. SK-MEL-5 TRPM1-promoter luciferase, 24 h; % of positive control, neutral wells = 0. hit rate 0.75% among 300,000;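 active = mean activation of at least 80% with every replicate also reaching 80%; inconclusive = mean reaches 80% but some replicate falls short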;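 note: 0% = neutral control wells and 100% = parthenolide positive control wells; values of inactives mirror those of a sister screen read the other way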
# HTR5A inv ctr – HTR5A inverse agonists in luminescence cell assay, primary screen, counter-screen for OPRM1-OPRD1 heterodimer inverse agonist project, full-deck HTS | 5-hydroxytryptamine receptor 5A (Homo sapiens), P47898 | HTR5A cell line, inverse agonism | inhibition, % at 9.3 µM | hit rate 0.083% among 340,000 | AID 504634, 2011; in the data active = inhibition mostly above about 23%, no sharp cut-off; inactive = mostly below about 18%;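 note: 0% = cells with DMSO and 100% = no-cell wells with DMSO; some compounds called inactive have numbers as strong as hits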
# SR-BI DiI inh – inhibitors of SR-BI mediated HDL lipid uptake, primary screen, ldlA[mSR-BI] cells, fluorescence, single point. hit rate 0.96% among 320,000. inhibition, % at 12.5 µM. ldlA[mSR-BI] CHO cells, DiI-HDL uptake fluorescence, 3 h. Scavenger receptor class B member 1 (Mus musculus), Q61009;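 active = mean replicate inhibition of at least 70% and a set share of replicates each scoring 70 or more; inconclusive = meets just one of the two criteria; inactive = fails both criteria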;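 note: 0% = median of neutral control wells and 100% = median of positive control wells; values of inactives mirror those of a sister screen read the other way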
# dFosB activator – activators of delta FosB homodimer, primary screen, biochemical, fluorescence polarization, TAMRA-CDK5 oligo, single point; Protein FosB (Mus musculus), P13346; hit rate 0.99% among 340,000; activation, % at 25 µM; purified delta FosB; percent of positive-control signal above neutral wells; AID 493131, 2011;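 active = mean activation above about 17%, with every replicate also reaching it, limit read from the data, passing the limit was not always enough; inconclusive = only one of the two conditions met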;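 note: fluorescence polarization rise as delta FosB binds a TAMRA Cdk5 AP-1 oligo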
# Target sequence (P13346 whole entry, looked up): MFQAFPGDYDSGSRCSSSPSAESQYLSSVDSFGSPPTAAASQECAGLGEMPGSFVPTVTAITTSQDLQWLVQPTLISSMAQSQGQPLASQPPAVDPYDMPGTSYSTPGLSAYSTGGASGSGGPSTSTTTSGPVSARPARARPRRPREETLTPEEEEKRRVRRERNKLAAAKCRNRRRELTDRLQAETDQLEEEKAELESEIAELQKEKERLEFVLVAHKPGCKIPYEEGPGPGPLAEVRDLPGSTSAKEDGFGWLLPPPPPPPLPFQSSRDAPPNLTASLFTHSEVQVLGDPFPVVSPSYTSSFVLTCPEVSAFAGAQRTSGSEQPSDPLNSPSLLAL
# V-ATPase pHluor – regulators of yeast V-ATPase proton pumping, primary screen, pHLuorin cytosolic pH fluorescence; hit rate 0.37% among 350,000; response, % at 10 µM; S. cerevisiae; AID 504577, 2011; in the data active = response mostly above about 7.3%, no sharp cut-off; inactive = mostly below about 5.4%; note: actives read high; inactives centre near 0; some compounds called inactive have numbers as strong as hits; reference of the scale not given here
# Wnt act – Wnt/beta-catenin pathway activators, primary screen, cell-based, plate reader, single point | AID 743398, 2014 | hit rate 1.2% among 300,000 | Wnt/beta-catenin reporter cell assay, activator | activation, % at 9.35 µM; in the data active = activation above about 30%, passing the limit was not always enough; inconclusive = no clear call, values can overlap the other calls;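 note: 0% = neutral control wells and 100% = positive control wells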
# HTR5A ag – HTR5A agonists in luminescence cell assay, primary screen, counter-screen for OPRM1-OPRD1 heterodimer agonist project, full-deck HTS; 5-hydroxytryptamine receptor 5A (Homo sapiens), P47898; cell-based; activation, % at 9.3 µM; hit rate 0.61% among 340,000; in the data active = activation mostly above about 9.5%, no sharp cut-off; inactive = mostly below about 7.6%;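 note: 0% = cells with vehicle only and 100% = reference agonist; strong numbers were not always called active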
# Starred values were filed as active, the others as inactive; ? = inconclusive; . = no result given.
SMILES,NSD2 HMT inh,CDK5 inh,PvdQ acylase,MITF act,HTR5A inv ctr,SR-BI DiI inh,dFosB activator,V-ATPase pHluor,Wnt act,HTR5A ag
CCOC(=O)c1c(C(C)(C)C)oc2ccc(O)cc12,3.7,1.4,7.6,6.0,-1.7,1.2,-9.6,2.2,.,3.9
COc1ccc(S(=O)(=O)Nc2ccc(S(=O)(=O)N3CCCCC3)cc2)cc1,-0.2,.,-11.3,7.4,-23.7,-128.6,-7.5,0.1,1.0,-0.6
O=c1oc(-c2cccs2)nc2ccc(Br)cc12,-3.1,0.9,-2.8,4.1,-5.8,-18.5,-21.8,1.6,-0.2,7.9
Cc1ccc(-n2nnnc2SCC(=O)Nc2cc(C)on2)c(C)c1,-0.7,-0.8,-14.3,-0.3,5.7,10.4,7.1,-1.1,-2.1,6.9
CCOc1ccc(C(=O)Nc2cccc(-n3cnnn3)c2)cc1OCC,4.8,-0.4,8.3,-5.9,15.1,68.3,-5.1,4.3,-1.4,-2.9
COc1ccc(-c2cc(C(=O)NCCCn3ccnc3)no2)cc1OC,1.2,1.1,2.7,.,3.7,18.5,-1.7,11.8*,0.3,0.0
O=C(NCCc1ccccc1)C1CCC(=O)N(Cc2cccc(C(F)(F)F)c2)C1 (stereo not drawn),.,0.4,-10.3,6.6,19.1,7.5,-5.6,1.4,-2.4,5.1
CC(=O)c1ccc(NC(=O)COC(=O)c2ccccc2Nc2ccccc2)cc1,2.3,1.0,9.9,3.0,30.0,31.9,-1.9,0.6,-0.9,2.5
O=C(CCNC(=O)c1ccc([N+](=O)[O-])cc1)Nc1cccc(S(=O)(=O)N2CCCCC2)c1,-2.4,-2.0,-5.0,4.1,-23.2,.,-8.8,8.1,1.9,-2.0
CCCN(CCO)Cc1ccc2ccccc2c1,1.1,-1.6,3.7,-4.6,-4.8,-6.8,-5.3,-1.0,-1.0,7.5
O=C(CN1CCN(Cc2ccccc2)CC1)N/N=C/C=C/c1ccco1,-3.1,1.0,10.5,-3.8,-3.9,-35.6,3.2,1.0,.,1.1
CCOC(=O)CCc1c(C)c(C#N)c2[nH]c3ccccc3n2c1=O,1.9,-0.6,-4.0,-6.9,-14.7,3.8,-17.6,-2.6,-2.4,4.4
CCCCN(C(=O)c1ccc([N+](=O)[O-])o1)c1c(N)n(CC(C)C)c(=O)[nH]c1=O,0.1,0.8,-18.6,-5.6,-9.1,-9.7,-1.5,3.0,1.2,3.6
Cc1noc(NS(=O)(=O)c2ccc(N/C=C\C(=O)c3ccc(Br)cc3)cc2)c1C,18.8,0.1,-14.7,-2.3,10.3,-5.0,-5.2,-3.2,1.5,-2.1
Cc1cc2nc(CCN(C(=S)NCC(C)C)C3CCCC3)[nH]c2cc1C,.,-0.1,-1.2,-9.3,15.6,9.2,-7.5,-2.7,.,4.6
CS(=O)(=O)n1nc(-c2ccc(Cl)cc2)nc1SCc1ccccc1,0.2,0.2,-6.9,36.3,-4.5,-10.5,-14.2,3.9,.,-4.5
COc1cccc(/C=N/NC(=O)CNC(=O)C2COc3ccccc3O2)c1O (stereo not drawn),-2.9,2.7,5.4,-9.7,-47.6,-30.5,-5.8,0.1,-8.3,4.3
Cn1c(=O)c2c(nc(N/N=C/c3cccnc3)n2Cc2ccc(F)cc2)n(C)c1=O,-4.8,-1.0,-20.0,-0.4,0.7,-18.8,3.5,5.7,0.5,8.1
O=C(c1cc(C(=O)N2CCN(c3ccc(F)cc3)CC2)cc([N+](=O)[O-])c1)N1CCN(c2ccc(F)cc2)CC1,-0.4,-1.0,-9.3,.,6.7,13.3,-7.3,1.6,-0.7,-1.8
Cc1ccc(S(=O)(=O)N2[C@@H](c3ccccc3)C(C(=O)O)=CC[C@H]2c2ccc(C(C)C)cc2)cc1,.,-1.3,-12.4,10.2,4.7,-23.0,-11.6,0.2,0.0,2.1

# (listing goes on)
SMILES,NSD2 HMT inh,CDK5 inh,PvdQ acylase,MITF act,HTR5A inv ctr,SR-BI DiI inh,dFosB activator,V-ATPase pHluor,Wnt act,HTR5A ag
CCOc1ccc(COC(=O)C2CC(=O)N(CCc3ccccc3)C2)cc1OC (stereo not drawn),-4.0,-0.9,-18.1,-5.6,-8.1,7.3,-4.9,0.0,-0.4,3.3
CCOc1ccc(CN(C(=O)c2cc3ccccc3oc2=O)C2CCS(=O)(=O)C2)cc1 (stereo not drawn),2.0,0.5,-7.4,45.6,-3.1,-17.7,-3.8,8.2,2.9,-3.5
COC(=O)c1cc(NC(=O)Nc2cc(OC)ccc2OC)cc(C(=O)OC)c1,119.8*,-0.7,-11.8,8.6,-9.8,?,0.9,-2.0,.,1.8
N#Cc1c(-c2ccc(Br)cc2)nc2n(c1=O)CCCS2,-4.9,0.0,7.0,-4.3,18.6,-16.4,0.5,4.3,.,0.8
Cc1ccc(C(=O)NCC(=O)Nc2ccc3c(c2)CCC3)cc1C,-3.1,0.7,6.6,-5.5,-14.0,-11.0,-8.8,6.4,0.3,2.8
COc1cc(NC(=S)N2CCOCC2)c(OC)cc1Cl,-0.7,0.2,-4.0,.,.,8.9,-2.1,-0.1,10.3,.
CC(C)CN(C(=O)c1ccc(=O)n(C)n1)c1nc2ccccc2s1,1.8,0.7,3.4,.,-30.6,32.0,-11.3,-6.2,.,1.3
CCn1c(CNC(=O)c2ccco2)nnc1SCC(=O)Nc1cc(C)c(C)cc1Br,-1.0,-3.1,-1.3,-0.3,12.4,49.8,-3.9,-1.5,.,-5.2
O=c1cc(-c2ccccc2)nc2cc(-c3ccc(Br)cc3)[nH]n12,-5.9,-0.1,12.5,30.4,2.5,10.3,0.0,2.6,9.8,-0.7
CC(NC(=O)C1CCN(S(=O)(=O)c2cc([N+](=O)[O-])ccc2Cl)CC1)c1ccccc1 (stereo not drawn),-36.9,0.4,-16.2,-1.6,2.5,14.0,4.4,3.2,-0.5,-0.9
Cc1cc(NC(=O)c2ccc(C#N)cc2)n(-c2ccccc2)n1,.,-1.1,2.8,-5.1,-16.7,-8.8,0.5,1.8,-1.3,0.6
O=C(Nc1ccccc1)C1(c2ccccc2)CC1(Cl)Cl (stereo not drawn),.,0.8,-13.2,-5.9,-3.6,-9.4,-11.4,2.0,0.6,-3.2
COc1ccc(-n2c(C)cc(/C=C3\C(=O)NN(c4ccccc4)C3=O)c2C)cc1,10.6,0.5,11.3,60.0,6.9,21.1,-5.2,-1.4,.,1.1
Cc1ccc(CNC(=O)c2ccc(N3CCC4(CC3)CC(c3ccccc3)=NO4)c(NC(=O)c3ccc(Br)cc3)c2)cc1,.,-1.0,-9.4,-2.1,-2.4,39.0,12.8,-7.2,-1.9,-0.9
COc1cccc(C2C(C(=O)c3cc4ccccc4o3)=C(O)C(=O)N2c2cc(C)on2)c1OC (stereo not drawn),2.3,-1.0,4.9,2.4,-8.7,-16.8,0.6,1.6,.,0.1
Cn1c(=O)c2c(ncn2CCC(=O)N/N=C/c2ccncc2)n(C)c1=O,-4.8,0.1,-15.2,-3.1,-6.9,-5.8,-1.0,3.6,2.1,2.7
Cc1ccc(NC(=O)C2=NNC(=O)CC2)cc1F,-1.2,0.4,-5.9,40.3,4.3,-23.9,2.4,-4.6,34.5*,-0.5
COc1cc(/C=C/C(=O)c2ccc(Cl)s2)cc(OC)c1O,12.1,-1.7,-6.5,-24.0,27.0,30.2,-2.8,-4.4,.,-11.3
Cc1ccc2cc(C)c(NCCO)nc2c1,17.4,0.4,2.2,-2.3,23.2,-17.8,-2.8,-7.3,2.5,-1.9
COc1ccc(CC(=O)OCC(=O)NC(=O)NC23CC4CC(CC(C4)C2)C3)cc1,20.2,0.8,-6.2,-6.5,1.7,-27.3,-10.9,-1.2,-4.3,-2.7

# New compounds follow:
SMILES,NSD2 HMT inh,CDK5 inh,PvdQ acylase,MITF act,HTR5A inv ctr,SR-BI DiI inh,dFosB activator,V-ATPase pHluor,Wnt act,HTR5A ag
COC(=O)c1cn(C(=O)c2ccc(C)cc2)c2ccccc12,-5.3,-0.7,-5.7,-5.2,-8.0,28.9,-5.3,-1.3,.,-2.4
COc1ccc(CNC(=O)CN(Cc2ccc(C)cc2)S(=O)(=O)c2ccc(Cl)cc2)cc1,1.0,-1.5,-18.0,.,-14.2,5.0,-7.6,3.6,1.4,-3.1
Cn1nccc1NS(=O)(=O)c1ccc(NC(=O)C(F)(F)F)cc1,-3.3,0.7,-9.4,.,.,-3.7,0.5,.,-2.2,.
Cc1ccccc1C(=O)N1CCC(C(=O)Nc2ccc(F)cc2)CC1,-11.8,-0.8,-8.4,.,-7.5,-11.6,-8.6,0.5,.,2.5
COc1ccc(OC)c(NC(=O)CCN2C(=O)c3ccccc3C2=O)c1,-0.9,0.8,-11.3,5.0,-4.5,20.0,-4.6,-2.5,2.9,1.6
CN(C)CCNc1ncnc2c1sc1nc(-c3ccccc3)c3c(c12)CCCC3,.,-1.9,-15.2,-5.8,3.7,-17.0,-32.5,1.2,3.6,-1.2
CN(Cc1c(F)cccc1Cl)C(=O)c1ccc2ccccc2n1,2.8,-1.7,-8.6,-5.1,13.8,.,-4.5,1.0,-3.3,-4.9
CCOc1ccc2nc(SCC(=O)N(CC(C)C)c3c(N)n(Cc4ccccc4)c(=O)[nH]c3=O)[nH]c2c1,-0.3,-0.5,-9.9,-12.6,3.6,8.7,8.3,-2.7,1.6,-1.4
CCn1cc(CNC(=O)c2ccc(Cl)c([N+](=O)[O-])c2)c(C)n1,4.7,0.6,-3.1,-4.6,-7.4,-7.9,-4.0,-0.3,-0.5,2.8
CC(=O)C1C(c2cccc(F)c2)c2c(n[nH]c2C)CC1(C)O (stereo not drawn),0.8,-1.4,-18.3,.,-4.4,2.3,-4.5,-1.9,0.3,-5.3
CC(=O)Nc1ccc(-c2cc3ccccc3o2)cc1,-0.9,-1.6,5.8,.,30.2,3.1,1.3,-5.2,55.6*,-3.1
CCCc1cc(=O)oc2c(C)c(OCC(=O)N3C[C@H]4C[C@@H](C3)c3cccc(=O)n3C4)ccc12,.,-1.1,10.6,4.1,6.2,-5.9,-5.5,-5.0,-1.2,2.6
COc1cc(C2/C(=C(\O)c3ccc4c(c3)CC(C)O4)C(=O)C(=O)N2Cc2ccco2)ccc1O (stereo not drawn),2.6,-0.6,-0.8,8.6,13.7,-9.8,4.1,-1.2,0.4,-2.6
